TAG inh: inhibitors of triacylglycerol accumulation; AID 651582; inhibition, % at 12.5 µM; 230,000 tested, 0.66% active; H9c2 cells, Nile Red lipid (TAG) fluorescence; cells loaded with 200 µM oleic acid;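 active = pattern-corrected inhibition of lipid staining of at least 50% with the nuclear-stain viability signal not falling by more than 50%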;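 also: 0% = DMSO wells and 100% = triacsin C control wells; some results filed as inactive read as strong as hits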
TAG inh DAPI viability: further read-out of TAG inh, marked with its call; DAPI nuclei signal change (viability), lower = more cytotoxic, %;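 whole-well DAPI fluorescence read on a plate reader as a viability signal; minus 50 percent equals half of cells still viable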
The depositor's hits bear a star; i = inactive. Some of the compounds tested, so the mix of outcomes need not match the whole.

Preview, 2 compounds:
SMILES | TAG inh | TAG inh DAPI viability
Cc1ccc(CSCCNC(=O)c2ccccc2)cc1 | -8 | -6
O=C(COC(=O)CCc1ccc(S(=O)(=O)N2CCOCC2)cc1)NCc1ccccc1 | 12 | 1

All compounds of this part, previewed entries included:
SMILES | TAG inh | TAG inh DAPI viability
Cc1ccc(CSCCNC(=O)c2ccccc2)cc1 | -8 | -6
O=C(COC(=O)CCc1ccc(S(=O)(=O)N2CCOCC2)cc1)NCc1ccccc1 | 12 | 1
CC(C)c1ccc(C(=O)NNC(=O)c2n[nH]c(=O)c3ccccc23)cc1 | 10 | 5
CCCN1CCc2c(sc(NC(=O)CCS(=O)(=O)c3ccccc3)c2C(=O)OC)C1 | 7 | -6
Cc1ccc(C(=O)/C=C/c2ccc(Br)cc2)o1 | -10 | 4
Cc1ccccc1NC(=S)NC(NC(=O)c1ccccc1C)C(Cl)(Cl)Cl (configuration not stated) | 4 | -9
CC(C)C12CCC(C(=O)O)C(C1)C(=O)O2 (configuration not stated) | 11 | 2
Cc1ccc(NC(=O)c2ncn(CCCN3CCN(Cc4cccc5ccccc45)CC3)n2)cc1C | 1 | 29
CCN1CCC(NC(=O)Nc2ccc(F)cc2F)CC1 | 13 | -7
O=C(Nc1ccc(S(=O)(=O)N2CCOCC2)cc1)c1ccc(Cl)cc1 | 2 | 3
O=C1C=C(O)c2[nH]c(=O)ccc2C1=O | -17 | 8
CCOc1ccc(N2CC(C(=O)NCCN3C(=O)S/C(=C\c4ccc(OC)cc4)C3=O)CC2=O)cc1 (configuration not stated) | -5 | 0
O=[N+]([O-])c1ccc(CC(Cl)c2ccccn2)cc1 (configuration not stated) | -1 | -3
CCOc1ccc(CN(C)C(=O)c2cccnc2OCC)cc1OC | -3 | -17
COc1ccccc1Nc1nc(-c2c(C)nc3ncccn23)cs1 | 10 | -9
N#CC(=C1CCCC1)c1nc(-c2ccccc2)cs1 | 1 | 6
COc1ccc(OCC(=O)Nc2ccc(N3CCN(C(=O)c4ccccc4C)CC3)cc2)cc1 | 0 | 13
O=C(CN1CCN(CCOCCO)CC1)N1c2ccccc2Sc2ccc(Cl)cc21 | -13 | 9
CCc1c(C)nc(SCC(=O)N2CCN(c3ccccc3OC)CC2)[nH]c1=O | -9 | i
CCc1cccc(C)c1N(C(=O)Cn1c(=O)[nH]c2ccccc21)C(C)COC (configuration not stated) | -26 | 0
CCOC(=O)Cn1c(=O)cc(C)c2cccc(C)c21 | -7 | 9
CCOC(=O)Cn1c(=O)c(-c2ccccc2NCc2ccccc2)nc2ccccc21 | 17 | -7
CN(CC(=O)NCc1ccco1)CC(=O)Nc1ccc(F)c(F)c1F | -9 | 11
CCC(CO)Oc1cc(NCc2ccccc2O)c2ncn(C(C)C)c2c1 (configuration not stated) | -20 | 7
O=C(CSc1nnc(-c2ccco2)n1-c1ccccc1)N1CCN(C(=O)c2ccco2)CC1 | 7 | 5
COc1cc(/C=N/NC(=O)C(N)=O)cc(OC)c1O | 7 | -5
Cn1cccc1/C=C1\SC(=Nc2ccccc2)NC1=O | 18 | -13
CC(C)CC(N)c1cn([C@@H](CCC(=O)O)C(=O)N2CCNCC2)nn1 (some centres not stated) | 3 | 1
O=C(c1cc(S(=O)(=O)N2CCCCC2)ccc1N1CCOCC1)N1CCN(Cc2ccccc2)CC1 | -13 | 7
COc1cccc(C(c2ccccc2)N2C3CCC2CN(S(=O)(=O)c2ccc(F)cc2)CC3)c1 (configuration not stated) | -2 | 9
Cc1ccc(NC(=O)COC(=O)CSC(=S)N2CCOCC2)cc1C | 3 | 0
CCN1C(=O)c2ccccc2Sc2ccc(C(=O)NCCN3CCOCC3)cc21 | -10 | -6
O=c1[nH]c(Cc2cccs2)nc2scc(-c3ccc(Cl)cc3)c12 | -27 | 4
Cc1cc(-c2csc(NC(=O)c3ccc(=O)n(C)n3)n2)c(C)n1CC1CCCO1 (configuration not stated) | -2 | 14
Cc1ccccc1NC(=O)COC(=O)C1(C)CC1(Cl)Cl (configuration not stated) | 12 | -11
Cc1ccc(NC(=O)CSc2n[nH]c(-c3ccco3)n2)c(C)c1 | 7 | -4
Cc1ccc(S(=O)(=O)n2cnc(C)c2)cc1 | 23 | -13
Nc1ccc(Cl)c(-c2nc3ncccc3o2)c1 | -7 | 10
CC1(C)OCC(COC(=O)Nc2cccnc2)([N+](=O)[O-])CO1 | 2 | -2
COc1ccc(S(=O)(=O)N(C)c2ccc(C(=O)N3CCC(C(N)=O)CC3)cc2)cc1 | -1 | -2
CC(NS(=O)(=O)c1cccc(C(=O)NCc2ccncc2)c1)c1ccccc1 (configuration not stated) | -3 | -5
COC(=O)c1ccc(CSc2nc3ccc(C)cc3[nH]2)o1 | 7 | 7
CN1CCN(c2ccc(Cl)cc2NS(=O)(=O)c2ccccc2Cl)CC1 | 6 | 12
CC1(C)Cc2c(c(N3CCOCC3)nc3sc4c(NN)ncnc4c23)CS1 | 40 | 10
CCOC(=O)c1sc2nc(C3CC3)cc(-c3ccc(F)cc3)c2c1N | 30 | 27
C=C1CCN(C(C(=O)OC)C(C)C)S(=O)(=O)c2ccccc21 (configuration not stated) | -3 | -5
C=CCC[C@H](Cc1ccc(F)cc1)C(=O)OC[C@@H](C)NC(=O)[C@@H](CC=C)CC(=O)N[C@H](CO)Cc1ccccc1 | 18 | -10
O=c1c([N+](=O)[O-])c(NCCN2CCCCCC2)c2ccccc2n1-c1ccccc1 | 6 | 9
COc1ccc(N2C(=O)C(CN3CCCCC3)C2c2ccccc2)cc1 (configuration not stated) | -8 | 15
COc1ccc(C2c3sc(=O)[nH]c3SC3C(=O)N(c4ccccc4)C(=O)C32)cc1 (configuration not stated) | -1 | 1
O=C(NCc1ccc(Cl)cc1)c1cc(S(=O)(=O)N2CCCCC2)c[nH]1 | 3 | -5
CC(C)N1CCc2c(sc(NC(=O)c3ccc4ccccc4c3)c2C(N)=O)C1 | 32 | 17
Cn1c(=O)c2c(ncn2CC(=O)OCC(=O)c2ccc(Cl)cc2)n(C)c1=O | 12 | 2
Cc1cc(C)nc(NC(=S)Nc2cccc(Cl)c2Cl)c1 | -3 | 0
O=C(COC(=O)c1ccc(O)cc1O)Nc1ncc(Cl)cc1Cl | -4 | -1
O=C(CCNC(=O)c1ccc(Br)cc1)NCc1ccncc1 | 8 | 4
CC1CCCN(Cc2nc(Cc3ccccc3Cl)no2)C1 (configuration not stated) | 4 | 2
COC(OC)c1ccnc(-c2ccc(OC(C)=O)cc2)n1 | 19 | -6
Cc1ccc(NC(=O)Cn2nc(-c3ccccc3Cl)ccc2=O)c(Br)c1 | -42 | -10
C/C(=N\NC(=O)c1ccc(CN2CCOCC2)cc1)c1ccc([N+](=O)[O-])cc1 | -6 | 11

Nothing new here: seven of the compounds above.
SMILES | TAG inh | TAG inh DAPI viability
O=C(NCc1ccc(Cl)cc1)c1cc(S(=O)(=O)N2CCCCC2)c[nH]1 | 3 | -5
CC(C)N1CCc2c(sc(NC(=O)c3ccc4ccccc4c3)c2C(N)=O)C1 | 32 | 17
Cn1c(=O)c2c(ncn2CC(=O)OCC(=O)c2ccc(Cl)cc2)n(C)c1=O | 12 | 2
Cc1cc(C)nc(NC(=S)Nc2cccc(Cl)c2Cl)c1 | -3 | 0
O=C(COC(=O)c1ccc(O)cc1O)Nc1ncc(Cl)cc1Cl | -4 | -1
O=C(CCNC(=O)c1ccc(Br)cc1)NCc1ccncc1 | 8 | 4
CC1CCCN(Cc2nc(Cc3ccccc3Cl)no2)C1 (configuration not stated) | 4 | 2

(cont.)
SMILES | TAG inh | TAG inh DAPI viability
CCCNC(=O)c1ccc(N2CCC3(CC2)CC(c2ccccc2)=NO3)c(NC(=O)c2cccc(OC)c2)c1 | 25 | -16
CC(=O)c1cc2c(cc1NC(=O)CCc1ccccc1)OCO2 | 3 | -4
CC(C)(C)OC(=O)NCc1ccc(CNC(=O)c2[nH]cnc2C(=O)Nc2ccccc2F)cc1 | -37 | 21
Cc1ccc(SC(=O)COc2ccc(C)c(C)c2)cc1 | 1 | 9
O=C(NCc1ccc2c(c1)OCO2)C(=O)NCC1OCCN1S(=O)(=O)c1ccc(F)cc1 (configuration not stated) | 9 | 2
CC1S/C(=C(\C#N)C(N)=O)N(c2ccc(F)cc2)C1=O (configuration not stated) | -5 | 8
O=C1C(=Cc2ccco2)CCC1=Cc1ccco1 | 4 | 1
COc1ccc(N2C(=O)[C@@H]3[C@H](C2=O)[C@H]2c4ccccc4C=CN2[C@@H]3C(=O)Nc2ccccc2)cc1 | 7 | 2
CC(=O)Nc1ccc(S(=O)(=O)N(C)c2ccc(OCC(=O)OCC(=O)N3CCCCC3)cc2)cc1 | -6 | -13
Cc1ccc(-n2c(SCC(=O)NC3CCS(=O)(=O)C3)nc3ccccc3c2=O)cc1 (configuration not stated) | 9 | 10
CN(C(=O)CSc1n[nH]c(-c2cccs2)n1)C1CCS(=O)(=O)C1 (configuration not stated) | -17 | -1
Cc1cccc(C)c1NC(=O)CNC(=O)CCCc1c[nH]c2ccccc12 | 2 | -3
O=C(CCn1nnc2ccccc2c1=O)N[C@@H](Cc1c[nH]c2ccccc12)C(=O)O | -5 | 8
CCCC1Cc2c(sc3nc(SC)nc(N)c23)CO1 (configuration not stated) | 7 | 0
COc1cc(C(=O)NCc2ccco2)cc(OC)c1OC | 6 | 6
CCCCCN(C(=O)CCC(=O)OCC(=O)NCc1cccc(OC)c1)c1c(N)n(CCCC)c(=O)[nH]c1=O | -6 | 0
Cc1ccc(C2=[N+]([O-])C(C)N(O)C2(C)C)o1 (configuration not stated) | -4 | 0
CCCCNC(=O)N(O)C1N(/N=C/c2cccnc2)C(=S)SC1(C)C (configuration not stated) | -1 | 1
CC1(C)CC(N=Cc2c(O)n(Cc3ccc4c(c3)OCO4)c(=O)c3ccccc23)CC(C)(C)N1 | 43 | -11
CCOC(=O)c1c(NC(=S)Nc2cccnc2)sc(C)c1C | -4 | -13
Cc1nc(-c2ccc(F)cc2)c(CC(=O)N2CCN(S(=O)(=O)c3cccc(Cl)c3)CC2)s1 | -16 | 5
CC(C1CC1)N(Cc1ccccc1)C(=O)NC(=O)c1ccccc1 (configuration not stated) | -12 | -2
CCCOc1ccc(C(=O)NNC(=S)NC(C)=O)cc1 | -18 | 8
Cc1ccc(Cl)cc1NC(=O)CC1NC2CCCCC2NC1=O (configuration not stated) | 9 | -3
CC1CCCC(C)N1C(=O)COC(=O)c1ccccc1C(=O)c1ccccc1 (configuration not stated) | -2 | 1
CCOc1ccc(CCNC(=O)CCC(=O)c2cccs2)cc1OCC | 17 | 5
COc1ccc(NS(=O)(=O)c2cc(NC(=O)c3ccc(=O)[nH]c3)ccc2C)cc1 | 16 | -5
CCOC(=O)C1(Cc2cccc(OC)c2)CCN(Cc2cccn2-c2ccccn2)CC1 | -1 | 9
CC1CCCC/C1=N\NC(=S)NCCc1ccccc1 (configuration not stated) | -2 | -10
COc1cc(C(=O)N2CCN(c3ccccc3O)CC2)ccc1OCC(=O)N1CCOCC1 | -23 | -2

Given in markdown: part of the list above
| Compound | TAG inh | TAG inh DAPI viability |
| --- | --- | --- |
| CC1CCCC(C)N1C(=O)COC(=O)c1ccccc1C(=O)c1ccccc1 (configuration not stated) | -2 | 1 |
| O=C1C(=Cc2ccco2)CCC1=Cc1ccco1 | 4 | 1 |

Additional records follow:
SMILES | TAG inh | TAG inh DAPI viability
Cc1cnc(C(=O)OCC(=O)c2ccccc2)cn1 | -5 | -4
CCN(CC(=O)Nc1c(F)cccc1F)C(=O)/C=C/c1ccc2c(c1)OCO2 | 16 | 7
CN1CCN(c2nc3c(c(=O)[nH]c(=O)n3C)n2Cc2ccc(Cl)cc2)CC1 | 9 | -6
Cc1ccc(S(=O)(=O)/N=C(\CCl)N2CCOCC2)cc1 | -1 | 9
Cc1ccc(S(=O)(=O)Nc2ccc(-c3nnc(SCC#N)n3C)cc2)cc1 | 21 | -1
COc1ccc2cc(C(=O)Nc3c(C)n(C)n(-c4ccccc4)c3=O)sc(=O)c2c1OC | -6 | -4
O=C(Nc1ccc(C(F)(F)F)cn1)Nc1cccs1 | 7 | -5
CN1CCN(c2ccc(NS(=O)(=O)c3ccc(Cl)cc3)cn2)CC1 | -23 | 7
CC(C)(C)c1ccc(C(=O)Nc2ccc(NC(=O)C(=O)O)cc2)o1 | 1 | 0
CN(C)C(=O)CCc1nc(-c2ccc(C(C)(C)C)cc2)no1 | 10 | 5
CCO[C@@H]1OC(C(=O)Nc2ccccc2)=C[C@H](c2ccc(C(F)(F)F)cc2)[C@H]1CCCO | 20 | 3
CCC(=O)N1c2ccc(S(=O)(=O)CCC(=O)NCc3cccs3)cc2CC1C (configuration not stated) | 14 | 1
CCOc1ccc(-c2nc(-c3ccc(OC)cc3)no2)cc1OCC | -22 | 25
Cc1nn(C)c(C)c1CN(C)C(=O)C1CCC(=O)N(C2CCCCCC2)C1 (configuration not stated) | -23 | 9
CCN(CC(=O)Nc1ccc(NC(C)=O)cc1)C(=O)CSc1ncnc2sc(C)c(C)c12 | -27 | 11

Some of these compounds in order of molar mass, rising.
SMILES | TAG inh | TAG inh DAPI viability
CN(C)C(=O)CCc1nc(-c2ccc(C(C)(C)C)cc2)no1 | 10 | 5
CCN(CC(=O)Nc1c(F)cccc1F)C(=O)/C=C/c1ccc2c(c1)OCO2 | 16 | 7
Cc1ccc(S(=O)(=O)Nc2ccc(-c3nnc(SCC#N)n3C)cc2)cc1 | 21 | -1
CCC(=O)N1c2ccc(S(=O)(=O)CCC(=O)NCc3cccs3)cc2CC1C (configuration not stated) | 14 | 1
CCO[C@@H]1OC(C(=O)Nc2ccccc2)=C[C@H](c2ccc(C(F)(F)F)cc2)[C@H]1CCCO | 20 | 3
CCN(CC(=O)Nc1ccc(NC(C)=O)cc1)C(=O)CSc1ncnc2sc(C)c(C)c12 | -27 | 11

Additional records follow.
SMILES | TAG inh | TAG inh DAPI viability
CCN(C[C@H]1N[C@@](C)(C(=O)OC)[C@H]2C(=O)N(C)C(=O)[C@@H]12)S(=O)(=O)c1ccc(OC)cc1 | 4 | -3
NC(=S)NN=Cc1nccc2c(C(F)(F)F)cccc12 | 30 | -27
CN(C(=O)COC(=O)C12CC3CC(CC(Cl)(C3)C1)C2)c1ccccc1 | -7 | 2
CC(C)N=C1CCCC1C(=S)SSC(=S)C1CCCC1=NC(C)C (configuration not stated) | 3 | 4

Source: PubChem BioAssay (Sanford-Burnham Center for Chemical Genomics)
